Screening data (PubChem BioAssay)
ANO1 activ – TMEM16A chloride channel activators or potentiators, primary screen, cell-based, HTS; Anoctamin-1 (Mus musculus), Q8BHY3; HEK293 TMEM16A/YFP-H148Q/I152L, iodide quench fluorescence; stronger effect = lower value; B-score at 10 µM; 0.3% of 340,000 active;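 active = fluorescence-ratio B-score plate-corrected deviation score at least 3 library SD below zero, with starting fluorescence score within 5 deviations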;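 note: channel opened by trigger with iodide after compound preincubation; score built on the fluorescence ratio of max minus min over baseline; more negative score means more quench and so TMEM16A activation or potentiation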
MrgX1 ag – agonists of human MrgX1 receptor, primary screen, HEK293 cells, Fluo-4 calcium flux. Mas-related G-protein coupled receptor member X1 (Homo sapiens), Q96LB2. Fluo-4 calcium fluorescence, agonist mode; stronger effect = higher value. B-score at 10 µM. 0.44% of 310,000 active. AID 588627, 2011;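 active = calcium response B-score plate-corrected fluorescence ratio at least 3 library SD, with starting fluorescence B-score inside 5 SD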
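Material – MrgX1-expressing HEK293 cells · Input – 15,000 cells seeded per well · Dosing – compound as first of three additions · Times – overnight seeding, then 1 h dark dye loading · Measured by – kinetic Fluo-4 NW fluorescence of intracellular calcium · Read-out – B-scored fluorescence response ratio · Benchmarks – positive and negative control wells on each plate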
TRPC4 act – activators of mouse TRPC4 channel, primary screen, Fluo4 calcium, HEK293 TRPC4beta/mu-opioid cells. B-score at 10 µM. Short transient receptor potential channel 4 (Mus musculus), Q9QUQ5. Fluo4 calcium fluorescence; stronger effect = higher value. 0.49% of 310,000 active;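 active = B-score above 5 SD of library B-scores, and initial fluorescence ratio not above library mean plus 5 SD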;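 note: positive B-score marks a calcium rise read as TRPC4 activation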
Target sequence (Q9QUQ5 whole entry, looked up): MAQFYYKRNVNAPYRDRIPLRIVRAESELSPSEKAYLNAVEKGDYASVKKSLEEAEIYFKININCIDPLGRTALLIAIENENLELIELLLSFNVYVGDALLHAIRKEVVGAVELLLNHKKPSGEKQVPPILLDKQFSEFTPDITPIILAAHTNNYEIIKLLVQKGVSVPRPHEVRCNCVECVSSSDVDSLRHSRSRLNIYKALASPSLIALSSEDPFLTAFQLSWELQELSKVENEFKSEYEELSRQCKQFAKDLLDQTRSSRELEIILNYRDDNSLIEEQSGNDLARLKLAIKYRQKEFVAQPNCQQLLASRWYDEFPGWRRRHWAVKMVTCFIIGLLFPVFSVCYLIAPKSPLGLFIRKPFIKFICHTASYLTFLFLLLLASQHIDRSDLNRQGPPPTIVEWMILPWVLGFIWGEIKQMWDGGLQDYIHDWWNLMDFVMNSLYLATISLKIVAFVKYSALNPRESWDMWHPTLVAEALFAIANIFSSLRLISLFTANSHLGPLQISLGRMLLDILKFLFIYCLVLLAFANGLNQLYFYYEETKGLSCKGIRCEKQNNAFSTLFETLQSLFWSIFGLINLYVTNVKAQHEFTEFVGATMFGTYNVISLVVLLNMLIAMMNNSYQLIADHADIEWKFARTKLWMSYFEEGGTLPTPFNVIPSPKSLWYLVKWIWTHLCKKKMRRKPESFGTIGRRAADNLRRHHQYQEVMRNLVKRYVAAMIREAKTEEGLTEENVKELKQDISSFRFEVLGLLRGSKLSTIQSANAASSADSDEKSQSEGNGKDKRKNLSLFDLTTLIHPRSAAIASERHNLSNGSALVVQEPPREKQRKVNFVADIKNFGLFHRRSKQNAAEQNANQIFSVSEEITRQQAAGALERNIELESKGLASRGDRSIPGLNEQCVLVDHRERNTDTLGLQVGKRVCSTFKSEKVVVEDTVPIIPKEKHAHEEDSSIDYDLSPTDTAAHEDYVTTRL
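Assay system – TRPC4beta and mu-opioid receptor HEK293 stable cells · Measured by – Fluo4 fluorescence, kinetic · Schedule – dye loading 45 min room temperature, 110 s kinetic read · Read-out – B-scored integrated calcium fluorescence ratio · Controls – buffer and maximal DAMGO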
TRPC6 inhibitor – mouse TRPC6 channel inhibitors, primary screen, cell-based, HEK293, membrane potential dye; Short transient receptor potential channel 6 (Mus musculus), Q61143; ACh-evoked depolarization; stronger effect = lower value; B-score at 10 µM; 1.1% of 310,000 active; AID 2553, 2010;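 active = B-score under library mean minus 3 SD, initial fluorescence not abnormally high, positive integrated signal ratio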;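 note: B-score derived from integrated fluorescence ratio over the kinetic read; more negative B-score means stronger inhibition of depolarization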
TRPC6 act – mouse TRPC6 channel activators, primary screen, cell-based, HEK293, membrane potential dye | HEK293-TRPC6 membrane potential dye fluorescence; stronger effect = higher value | 0.13% of 310,000 active | B-score at 10 µM | AID 2550, 2010;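 active = B-score of the integrated fluorescence ratio above library mean plus 3 SD, and starting fluorescence ratio within library mean plus 5 SD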;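 note: higher score means more depolarization so channel activation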
TRPC4 PAM – positive allosteric modulators of TRPC4, primary screen, cell-based, mouse TRPC4beta, HEK293 mu-opioid, Fluo-4 calcium | Short transient receptor potential channel 4 (Mus musculus), Q9QUQ5 | DAMGO EC20, Fluo-4 Ca2+ flux; stronger effect = higher value | B-score at 10 µM | 0.42% of 310,000 active;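 active = B-score of calcium response area above 5 SD of library B-scores, with initial fluorescence ratio within 5 SD of library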;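 note: B-score of integrated fluorescence ratio over time as area under calcium response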
TRPC4 block – inhibitors of mouse TRPC4 channel, primary screen, Fluo4 calcium, HEK293 TRPC4beta/mu-opioid cells; Short transient receptor potential channel 4 (Mus musculus), Q9QUQ5; DAMGO-evoked Fluo4 calcium flux; stronger effect = lower value; B-score at 10 µM; 0.39% of 300,000 active;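 active = B-score over 3 SD under the library average, no early fluorescence shift, positive overall ratio signal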
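System: stable TRPC4beta/mu-opioid receptor HEK293 cells; Dosing: single-point compound dosing; Measured by: Fluo4 Ca2+ flux fluorescence; Read-out basis: per-well B score of integrated baseline-normalized Fluo4 ratio.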
MrgX1 antag – antagonists of human MrgX1 receptor, primary screen, HEK293 cells, Fluo-4 calcium flux; Mas-related G-protein coupled receptor member X1 (Homo sapiens), Q96LB2; BAM8-22 antagonism; stronger effect = lower value; B-score at 10 µM; 1.3% of 310,000 active; AID 588676, 2011;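 active = calcium-response B-score plate-corrected more than 3 library SD below zero, starting fluorescence within 5 deviations, no agonist response on first addition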;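 note: peak minus trough fluorescence over baseline after final BAM8-22 challenge near maximal dose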
SKKanGAS inh – S. pyogenes SKKanGAS growth inhibitors in kanamycin, primary screen, streptokinase expression inhibitor project, SKKanGAS strain, BacTiter-Glo luminescence. 6 h. inhibition, % at 7.5 µM. 1.3% of 300,000 active. AID 1662, 2009;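 active = mean replicate score, as percent of positive control median, at least 50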;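 note: strain carries kanamycin resistance gene driven by streptokinase promoter and grows in 40 µg/ml kanamycin; loss of luminescence reflects streptokinase promoter inhibition or plain growth inhibition; 0% = median of DMSO wells and 100% = positive control at its reference dose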
ANO1 block – TMEM16A chloride channel inhibitors, primary screen, cell-based, HTS | normalized B-score (activity score, 25-100; higher = stronger inhibition) at 10 µM | 1.2% of 310,000 active | HEK293 TMEM16A/YFP iodide influx fluorescence, ionomycin;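 active = ratio plate-corrected score three or more library SD toward inhibition, starting fluorescence score within five deviations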;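 note: score derived from kinetic fluorescence span divided by baseline fluorescence per well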
MrgX1 allo act – positive allosteric modulators of MrgX1, primary screen, HEK293 cells, Fluo-4 calcium flux. Mas-related G-protein coupled receptor member X1 (Homo sapiens), Q96LB2. FDSS; stronger effect = higher value. B-score at 10 µM. 0.63% of 310,000 active. AID 588675, 2011;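 active = plate-corrected calcium response at least 3 library SD above typical, normal starting fluorescence, not activating the receptor alone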;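 note: compound read alongside a low EC10 to EC30 dose of BAM8-22 agonist; peak minus trough fluorescence over baseline measured at the second addition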
* = called active by the depositor; i = inactive; x = not tested or not shown.

SMILES | TRPC6 inhibitor | SKKanGAS inh | TRPC4 act | TRPC4 block | MrgX1 allo act | TRPC4 PAM | ANO1 activ | ANO1 block | MrgX1 antag | TRPC6 act | MrgX1 ag
Cc1ccc(NC(=S)NC(NC(=O)C(C)(C)C)C(Cl)(Cl)Cl)c(C)c1 (stereo unspecified) | i | -4 | i | i | i | i | i | i | i | i | i
CN1CCN(Cc2c(O)ccc3c(=O)c(Oc4ccccc4Cl)c(C(F)(F)F)oc23)CC1 | i | 2 | i | i | i | i | i | i | i | i | i
C[N+](C)(C)CCCN1C(=O)CCCC1=O | i | 3 | i | i | i | i | i | i | i | i | i
COc1ccc(C)cc1S(=O)(=O)N(C)CC(=O)NCc1ccncc1 | i | 8 | i | i | i | i | i | i | i | i | i
CC(=O)Nc1ccc(NC(=O)COC(=O)C2c3ccccc3Oc3ccccc32)cc1 | i | 5 | i | i | x | i | i | x | x | i | x
CC(C)(CCl)C(=O)Nc1ccc(OC(F)(F)F)cc1 | i | -2 | i | i | i | i | i | i | i | i | i
Cc1cc(S(=O)(=O)N2CCCC2)ccc1OCC(=O)N1CCCCC1 | i | 7 | i | i | i | i | i | i | i | i | i
CCNC(=S)N/N=C/c1ccc(OCC(=O)Nc2ccc(C)cc2)cc1 | i | 8 | i | i | i | i | i | i | -10* | i | i
O=C(N/N=C1/CC2C=CCC12)c1ccc(Br)o1 (stereo unspecified) | i | 0 | i | i | i | i | i | i | i | i | i
Cc1cccc(C(=O)NC(=S)Nc2ccc(S(=O)(=O)N3CCN(C)CC3)cc2)c1 | i | -3 | i | i | i | i | i | i | i | i | i
Cc1cc(C)c2c(N)c(C(=O)NN3CC(=O)N(c4ccccc4)CC3=O)sc2n1 | i | 1 | i | i | i | i | i | i | i | i | i
CCc1nnc(NC(=O)OCc2ccccc2)s1 | i | -9 | i | i | i | i | i | i | i | i | i
CC(C)S(=O)(=O)c1cnc(N2CCOCC2)nc1N | i | 1 | i | i | 16* | i | i | i | i | i | i
FC(F)(F)c1cccc(NC(=S)N2CCN(c3cccc(C(F)(F)F)c3)CC2)c1 | i | -1 | i | i | i | i | i | i | i | i | i
CC(C)(CNc1ccc(S(=O)(=O)C(F)(F)F)cc1[N+](=O)[O-])N1CCOCC1 | i | 7 | i | i | i | i | i | i | i | i | i
CN(C)c1ccc(NC(=O)c2cn(-c3ccccc3)nc2-c2cccs2)cc1 | i | -1 | i | i | i | i | i | i | i | i | i
COCCCNC(=O)C1CCC(CNS(=O)(=O)c2ccc3c(c2)CC(C)N3C(=O)C2CC2)CC1 (stereo unspecified) | i | 1 | i | i | i | i | i | i | i | i | i
O=C(COC(=O)c1ccc(F)cc1F)Nc1ncccn1 | i | 2 | i | i | i | i | i | i | i | i | i
COc1cccc(/C=C2\SC(=S)N(CCC(=O)NCCc3ccc(O)cc3)C2=O)c1 | i | 6 | i | i | i | i | i | i | i | i | i
O=C(NCc1ccccc1)c1noc2c1CCCC2 | i | 4 | i | i | i | i | i | i | i | i | i
O=C(O)c1ccc2c(c1)C(=O)N(c1ccc([N+](=O)[O-])cn1)C2=O | i | -3 | i | i | i | i | i | i | i | i | i
O=C(CSc1ccc(-c2ccccn2)nn1)NC1CCCCC1 | i | -2 | i | i | i | i | i | i | i | i | i
O=C(Cc1cccs1)NCCc1cn2ccccc2n1 | i | 0 | i | i | i | i | i | i | i | i | i
O=C(Nc1ccc(C(=O)N2CCC(N3CCCC3)CC2)cc1)c1ccc(Br)o1 | x | x | x | x | i | x | i | i | i | x | i
COc1ccc(NC(=O)NCc2ccc3c(c2)OCO3)cc1OC | i | -2 | i | i | i | i | i | i | i | i | i
CCC(Oc1ccccc1)C(=O)Nc1ccccc1N1CCCC1 (stereo unspecified) | i | 0 | i | i | i | i | i | i | i | i | i
Cc1ccc(SC[C@H](C)CN2CC[C@H](C(C)(C)C)CCC2=O)cc1 | i | 15 | i | i | i | i | i | 100* | i | i | i
CCOC(=O)C1=NN(c2ccccc2)C(=O)/C1=C\c1ccc(N(C)C)cc1 | i | -11 | i | i | i | i | i | i | i | i | i
Cn1ncc([N+](=O)[O-])c1C(=O)Nc1ccc(C2CCCCC2)cc1 | i | -1 | i | i | i | i | i | i | i | i | i
CCNC(=S)N1CCN(c2cccc(C(F)(F)F)c2)CC1 | i | -4 | i | i | i | i | i | i | i | i | i
CS(=O)(=O)N(CC(=O)N1CCN(Cc2ccccc2)CC1)C1CCCCC1 | i | -8 | i | i | i | i | i | i | i | i | i
CCOc1ccccc1N1C(=O)CC(Nc2ccc(N3CCOCC3)cc2)C1=O (stereo unspecified) | i | 5 | i | i | i | i | i | i | -4.5* | i | i
Cc1nn(CC(=O)N2CCC(C)CC2)c(=O)c2cccn12 | i | 3 | i | i | i | i | i | i | i | i | i
COc1cc(C(F)(F)F)nc2ccc(C#CCOC(=O)Nc3ccccc3)cc12 | i | 3 | i | i | i | i | i | i | i | i | i
COc1cc(NC(=O)CCNS(=O)(=O)c2cc(Br)cnc2N)cc(OC)c1 | i | -1 | i | i | i | i | i | i | i | i | i
COc1ccc(/C(N)=N/OC(=O)Cc2ccc(C)cc2)cc1 | i | -2 | i | i | i | i | i | i | i | i | i
CC(=O)Nc1ccc(S(=O)(=O)N(C)CC(=O)NC2=NCCS2)cc1 | i | 0 | i | i | i | i | i | i | i | i | i
C[C@]12CCC3c4ccc(OCC(=O)O)cc4CCC3C1CCC2=O (stereo partly specified) | i | 0 | i | i | i | i | i | i | i | i | i
C#CCn1cc(/C=N/Nc2nc3ccccc3[nH]2)c2ccccc21 | -7.8* | -12 | i | i | i | i | i | i | i | i | i
Cn1nc([N+](=O)[O-])nc1S(C)(=O)=O | i | 3 | i | i | x | i | i | x | x | i | x
O=C(NCc1ccco1)c1cc(-c2ccncc2)nc2ccccc12 | i | -3 | i | i | i | i | i | i | i | i | i
CC1=NN(c2nc(-c3ccc(Cl)cc3)cs2)C(=O)C1 | i | 39 | i | i | i | i | i | i | i | i | i
O=C(Cc1ccc(Br)cc1)N1CCc2ccccc2C1 | i | 1 | i | i | i | i | i | i | i | i | i
CCC(C)CCN1CCN=C1N(C)C (stereo unspecified) | x | x | x | x | i | x | i | i | i | x | i
N#CCc1c(C#N)c(N)nc(N2CCCC(O)C2)c1C#N (stereo unspecified) | i | 2 | i | i | i | i | i | i | i | i | i
CC1CN(CC(=O)Nc2ccc(S(N)(=O)=O)cc2)CC(C)O1 (stereo unspecified) | i | 0 | i | i | i | i | i | i | i | i | i
CCNC(=O)NC(=O)C(C)OC(=O)c1oc2ccc(OC)cc2c1C (stereo unspecified) | i | x | i | i | i | i | i | i | i | i | i
CC(=O)N1N=C(c2ccncc2)OC1(Cc1ccccc1)Cc1ccccc1 | i | 7 | i | i | 7.8* | i | i | i | i | i | i
N#Cc1c(NC(=O)CSc2nnnn2C2CCCC2)sc2c1CCCC2 | i | -2 | i | i | i | i | i | i | i | i | i
Cc1cc(C(=O)CSc2nncs2)c(C)n1-c1c(C)n(C)n(-c2ccccc2)c1=O | i | -1 | i | i | i | i | i | i | i | i | i
CC(=O)CSc1nc(N)c(C#N)c(-c2cccs2)c1C#N | i | -7 | i | i | i | i | i | i | i | i | i
CN(Cc1ccccc1)C(=O)COC(=O)c1ccc(Cl)cc1N | i | -7 | i | i | i | i | i | i | i | i | i
O=C(N/N=C\c1ccc(Cl)cc1)C1=NOC2COC3(CCN(c4ccc([N+](=O)[O-])cc4)CC3)OCC12 (stereo unspecified) | i | 1 | i | i | i | i | i | i | i | i | i
O=c1[nH]c(-c2ccc(Cl)cc2)nc(=S)[nH]1 | i | 13 | i | i | i | i | i | i | i | i | i
CCOc1ccc(Nc2nc(Cc3nnc(SCC(=O)NCC4CCCO4)n3C)cs2)cc1 (stereo unspecified) | i | -1 | i | i | i | i | i | i | i | i | i
COCCNC(=O)c1ccc(Cn2c(=S)[nH]c3cc4c(cc3c2=O)OCO4)cc1 | i | 0 | i | i | i | i | i | i | i | i | i
CCOc1ncccc1C(=O)OCC(=O)c1cccc(Br)c1 | i | 4 | i | i | i | i | i | i | i | i | i
O=C(NCCCNC(=O)c1cnccn1)c1ccc(Cl)cc1 | i | -4 | i | i | i | i | i | i | i | i | i
CCOC(=O)C1=C(C)NC2=C(C(=O)CCC2)C1c1cn(Cc2ccc(Cl)cc2Cl)nc1-c1ccccc1 (stereo unspecified) | i | 12 | i | i | i | i | i | i | i | i | i
O=C(O)CCCn1cc(NC(=O)COc2ccccc2F)cn1 | i | -7 | i | i | i | i | i | i | i | i | i

More compounds follow:
SMILES | TRPC6 inhibitor | SKKanGAS inh | TRPC4 act | TRPC4 block | MrgX1 allo act | TRPC4 PAM | ANO1 activ | ANO1 block | MrgX1 antag | TRPC6 act | MrgX1 ag
COc1ccc(/C(C)=N/Nc2ccccc2Cl)c(O)c1 | i | -6 | i | i | i | i | i | i | i | i | i
O=C(COC(=O)CCNS(=O)(=O)c1ccccc1)NC(=O)c1ccccc1 | i | 0 | i | i | i | i | i | i | i | i | i
CCOC(=O)N1CCc2c(sc3nc4n(c(=O)c23)N=C(c2ccc(OC)cc2)CS4)C1 | i | 0 | i | i | i | i | i | i | i | i | i
CN(CCc1ccccn1)C(=S)NC(=O)c1ccco1 | i | -9 | i | i | i | i | i | i | i | i | i
O=C(Nc1cc(S(=O)(=O)N2CCOCC2)ccc1N1CCCC1)c1cccnc1Cl | i | -2 | i | i | i | i | i | i | i | i | i
CCn1c(C)c(C(C)=O)c(N2CCCC2)nc1=S | i | -2 | i | i | i | i | i | i | i | i | i

This is a random part of the collection. Share with any hit: about 6.7%.
